Screening data deposited in PubChem BioAssay by several laboratories.
BioA inh: BioA (M. tuberculosis) enzyme inhibition | 360,000 compounds, 0.096% hits | inhibition, % at 9.99 µM | purified M. tuberculosis BioA enzyme, plate reader; in the data active = inhibition above about 40%; inconclusive = no clear call, values can overlap the other calls
CCHF vOTU inh: CCHFV vOTU protease inhibition. 370,000 compounds, 0.55% hits. Pep-AMC fluorescence. inhibition, % at 11.5 µM. AID 651958; note: 0% = vehicle wells with enzyme and 100% = no enzyme wells
DUSP3 inh: DUSP3 (human) phosphatase inhibition | P51452 | recombinant VHR phosphatase, pNPP absorbance | inhibition, % at 13.3 µM | 290,000 compounds, 0.52% hits; in the data active = inhibition above about 50%; note: some compounds called inactive have numbers as strong as hits
Target sequence (P51452 whole entry, looked up): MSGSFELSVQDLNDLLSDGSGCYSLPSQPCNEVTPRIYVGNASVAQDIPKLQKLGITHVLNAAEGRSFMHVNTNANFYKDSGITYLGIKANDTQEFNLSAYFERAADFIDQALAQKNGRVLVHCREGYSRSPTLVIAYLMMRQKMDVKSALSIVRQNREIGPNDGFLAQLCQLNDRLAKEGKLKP
BoNT F protease: blocks Botulinum neurotoxin F light chain protease. Multiplex microsphere protease cleavage assay, flow cytometry. inhibition, % at 10 µM. 360,000 compounds, 0.22% hits; in the data active = inhibition above about 35%, passing the limit was not always enough; inconclusive = no clear call, values can overlap the other calls; note: plate controls were buffer without enzyme for full effect and enzyme alone for no effect
FadD28 binding: inhibitors of Mycobacterium tuberculosis FadD28 bisubstrate binding. FadD28 bisubstrate probe binding, fluorescence polarization. inhibition, % at 12.5 µM. 360,000 compounds, 0.22% hits. AID 588549; in the data active = inhibition above about 8.5%, passing the limit was not always enough; inconclusive = no clear call, values can overlap the other calls
MazEF act: MazEF (E. coli) toxin RNase activation; FAM/BHQ RNA-DNA oligo cleavage fluorescence, 5 h; activation, % at 20 µM; 350,000 compounds, 0.32% hits; AID 504720; in the data active = activation above about 50%
Target sequence (P0AE70 whole entry, looked up): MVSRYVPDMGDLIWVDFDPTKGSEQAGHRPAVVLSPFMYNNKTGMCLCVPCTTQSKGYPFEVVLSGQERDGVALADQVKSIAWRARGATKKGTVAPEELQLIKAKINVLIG
Mtb FBA inh: Mtb fructose-bisphosphate aldolase inhibition. 360,000 compounds, 2.3% hits. purified M. tuberculosis FBA, fluorescence read-out. inhibition, % at 1 µM. AID 588726. P9WQA3; in the data active = inhibition above about 27%;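 note: 0% = vehicle and 100% = reference inhibitor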
Target sequence (P9WQA3 whole entry, looked up): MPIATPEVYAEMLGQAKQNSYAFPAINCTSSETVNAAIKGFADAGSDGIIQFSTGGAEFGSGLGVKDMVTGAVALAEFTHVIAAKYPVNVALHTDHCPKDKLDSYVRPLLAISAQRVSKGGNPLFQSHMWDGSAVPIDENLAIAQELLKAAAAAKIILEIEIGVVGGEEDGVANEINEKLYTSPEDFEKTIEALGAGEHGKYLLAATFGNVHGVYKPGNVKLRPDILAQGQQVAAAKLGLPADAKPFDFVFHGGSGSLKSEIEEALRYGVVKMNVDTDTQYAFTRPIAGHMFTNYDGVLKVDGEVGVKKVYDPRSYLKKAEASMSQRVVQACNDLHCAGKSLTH
GDH-TPI counter: inhibits GDH-TPI coupling enzymes, artifact for Mtb FBA screen; GDH-TPI coupled enzyme counterscreen, NADH absorbance; inhibition, % at 4.8 µM; 360,000 compounds, 1.2% hits; AID 588335;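 note: 0% = DMSO wells and 100% = wells lacking the enzyme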
UGM FP inh: inhibitors of M. tuberculosis UDP-galactopyranose mutase; 320,000 compounds, 0.06% hits; AID 504406; P9WIQ1; purified UGM, fluorescence polarization probe displacement; inhibition, % at 10 µM; in the data active = inhibition above about 10%, passing the limit was not always enough; inconclusive = no clear call, values can overlap the other calls
Rv3671c inh: Rv3671c (M. tuberculosis) protease inhibition; inhibition, % at 5.96 µM; 320,000 compounds, 0.048% hits; in the data active = inhibition above about 38%;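 note: extracellular domain of Rv3671c used as enzyme; 0% = enzyme with DMSO and 100% = no enzyme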
Target sequence (P9WHR9 whole entry, looked up, the tested form may be a part): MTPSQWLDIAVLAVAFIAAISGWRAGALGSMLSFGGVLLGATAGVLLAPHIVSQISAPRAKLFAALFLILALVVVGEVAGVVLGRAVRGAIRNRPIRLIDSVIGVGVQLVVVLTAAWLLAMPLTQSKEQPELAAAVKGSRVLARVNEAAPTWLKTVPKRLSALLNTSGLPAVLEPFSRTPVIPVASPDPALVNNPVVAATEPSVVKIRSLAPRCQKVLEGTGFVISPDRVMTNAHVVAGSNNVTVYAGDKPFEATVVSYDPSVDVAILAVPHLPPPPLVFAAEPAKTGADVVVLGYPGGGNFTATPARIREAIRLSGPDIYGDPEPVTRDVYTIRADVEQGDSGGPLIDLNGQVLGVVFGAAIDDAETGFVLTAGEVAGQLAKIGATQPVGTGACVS
An asterisk follows results filed as active; ? = inconclusive; . = no result given; + = active, no number; & = joins results of further samples. Cut-off read from the data, not from the text of the source, unless noted: active = inhibition above about 30%; inactive = the rest.

SMILES	BioA inh	CCHF vOTU inh	DUSP3 inh	BoNT F protease	FadD28 binding	MazEF act	Mtb FBA inh	GDH-TPI counter	UGM FP inh	Rv3671c inh
C[C@H](CO)N1C[C@H](C)[C@@H](CN(C)S(=O)(=O)c2ccccc2F)Oc2ncc(Br)cc2C1=O	1.7	14	.	2	-1.7	3	4	19	.	.
Cc1nn(C)c(-c2n[nH]c(=S)n2-c2ccccc2)c1Cl	.	3	-2	-2	-4.0	0	-6	0	2.2	-4
CC(C)CCn1c(=O)c2c(nc3n2CCCN3Cc2ccccc2)n(C)c1=O	1.6	-6	-2	1	.	6	0	-9	0.4	5
CC(C)CN(C)Cc1c(C(=O)N2CCc3ccccc3C2)nc2ccc(Cl)cn12	1.2	13	35	-4	-2.6	-1	0	-1	2.5	3
COC(=O)c1ccc(NC(=O)C23CCC(C)(C(=O)O2)C3(C)C)cc1 (stereo not given)	0.3	-9	5	9	-5.2	2	-3	1	1.7	-3
Cc1nc(C(F)(F)F)c(C(=O)NC(=O)Nc2ccc(OC(F)(F)F)cc2)s1	-1.0	9	22	8	-2.1	4	2	-6	-7.7	-6
Cc1cnn2c(C3CC3)ccnc12	.	15	21	8	3.0	-22	0	2	0.6	4
O=C(O)c1cc([N+](=O)[O-])cc2c1nnn2O	.	1	22	0	-0.7	9	-9	3	-1.8	-1
CC[C@]12c3[nH]c4cc(-c5ccco5)ccc4c3CCN1C(=O)[C@@H](CC(=O)NCCCn1ccnc1)C[C@@H]2C(=O)N1CCN(C(=O)c2ccco2)CC1	-0.2	-18	.	-1	0.3	4	4	11	.	.
O=C(OCc1cccs1)c1ccccc1NS(=O)(=O)c1ccc2c(c1)OCCO2	1.7	2	10	-6	-0.8	0	3	6	-0.3	-8
O=C(NCCn1cc(SCc2ccccc2)c2ccccc21)c1ccccc1F	-0.4	10	0	-4	0.3	-5	1	0	0.4	6
CCc1c(C)nc2cc(-c3ccc(OC)c(OC)c3)nn2c1N1CCC(C)CC1	.	-3	15	1	-3.3	5	-2	-10	0.7	-2
COc1cc(C(=S)N2CCOCC2)cc(OC)c1OC(=O)c1ccccc1Cl	-4.0	1	.	7	0.5	0	2	16	.	.
Cc1c(P(=S)(c2ccccc2)c2ccccc2)[n+]2ccccc2n1C/C=C/c1ccccc1	11	30*	.	-6	-5.5	.	1	6	.	.
Cc1ccc(S(=O)(=O)N2CCC(C(=O)Nc3ccc(S(=O)(=O)N4CCCC4)cc3)CC2)cc1	-2.9	2	.	-1	-2.1	-2	3	8	1.0	-28
O=C(CSc1nncn1-c1cccnc1)N(c1ccccc1)c1ccccc1	.	2	21	-6	-0.2	9	0	1	2.9	2
COc1ccc(N=c2oc3cc(O)ccc3cc2C(=O)NCC2CCCO2)c(OC)c1 (stereo not given)	11	-146	4	14	-1.1	85*	+	32*	-0.9	-2
CNc1nc(C)c([N+](=O)[O-])c(Nc2ccc(OC)cc2)n1	0.5	5	-3	-21	-2.9	10	-2	23	1.7	.
O=C(NCCCn1ccnc1)/C(=C\c1cccnc1)NC(=O)c1ccccc1Br	0.4	-27	-1	0	-1.3	9	3	-1	-0.8	-1
C=CCNC(=S)Nc1ccc(OC)c(S(=O)(=O)N2CCOCC2)c1	-0.9	-8	30	-1	1.0	5	-1	-6	-6.0	3
CC(=O)O[C@]1(c2ccccc2)CCN(C)[C@H]2CCCC[C@@H]21	-1.3	-12	13	-6	-4.4	6	-1	-9	-0.7	1
COc1ccc(OC)c(-c2nc(C)sc2CC(=O)O)c1	-1.1	-7	4	-5	-2.9	5	-1	-3	0.6	7
C=CCn1c(Oc2ccccc2F)nc2c1c(=O)n(C)c(=O)n2C	2.6	-3	49	-10	-19	2	3	2	0.1	-4
O=C(O)Cc1ccc2c(c1)N(S(=O)(=O)c1cccc(C(F)(F)F)c1)CC(C(=O)O)O2 (stereo not given)	0.5	-2	10	-4	-3.8	2	5	1	2.1	8
CSc1ccccc1NC(=O)CN(c1ccccc1Br)S(C)(=O)=O	11	-4	-11	-2	-2.7	-6	-2	-1	1.5	-7
COc1ccc(NC(=S)N/N=C/c2cccn2Cc2ccc(F)cc2Cl)cc1	.	-1	22	-8	-0.4	1	3	9	-1.3	14
CC(=O)c1cccc(NC(=O)C(C)OC(=O)c2cccc(S(=O)(=O)N3CCN(C)CC3)c2)c1 (stereo not given)	0.9	10	.	4	-0.4	5	2	-3	1.3	3
CCC1Oc2ccc(C)cc2N(CC(=O)N(Cc2ccncc2)Cc2ccco2)C1=O (stereo not given)	-0.3	-12	20	4	0.0	1	-2	10	-1.8	-7
NNC(=O)C(Cc1ccc(O)cc1)N1Cc2ccccc2C1=O (stereo not given)	-2.1	1	6	-1	-1.2	7	2	2	1.1	-11
COc1ccc(-c2cc(C(=O)Nc3c(C)n(C)n(-c4ccccc4)c3=O)c3ccccc3n2)cc1	-4.8	-1	25	-9	-1.9	-20	8	16	1.4	-3
Cc1nn(C(C)C(=O)N2CCc3ccccc32)c(C)c1[N+](=O)[O-] (stereo not given)	1.0	-13	31	1	-1.2	-8	0	2	0.0	4
Cc1noc(NS(=O)(=O)c2ccc(NC(=O)C(CC(C)C)N3C(=O)c4ccccc4C3=O)cc2)c1C (stereo not given)	.	14	17	-7	-3.6	6	-2	1	0.0	-8
CCc1nc(SCC(=O)N2CCCC2)c2ccccc2n1	4.0	-5	14	0	-0.7	1	-2	4	1.2	-7
CCNS(=O)(=O)c1ccc(NS(=O)(=O)c2cc(C)ccc2C)cc1	-0.8	1	4	-6	3.2	6	13	7	0.9	2
Cc1c(Br)c([N+](=O)[O-])nn1CC(=O)NCc1ccco1	0.8	-10	3	-4	-1.4	7	4	6	-4.3	9
c1ccc(Cc2cc(-c3ccccc3)on2)cc1	-336	1	13	13	-3.9	-14	1	-3	0.0	-3
Cn1nc(C(=O)OCc2ccc(Br)cc2F)c2ccccc2c1=O	.	-4	20	-2	-2.0	2	-3	0	-2.8	1
Cc1nc2cc(NCc3cc([N+](=O)[O-])ccc3O)ccc2n1Cc1ccccc1	-0.5	0	2	-4	1.5	-3	-1	8	3.0	-2
COc1ccc(NC(=O)c2ccccc2N(Cc2ccccc2)S(C)(=O)=O)c(OC)c1	0.8	3	13	-6	-10	7	-2	7	-0.6	2
CC12CC3CC(C)(C1)CC(C(=O)NCc1ccncc1)(C3)C2	4.2	20	-6	-18	-0.1	9	1	6	-1.2	-6

The list goes on, starting with the last two of the part before.
SMILES	BioA inh	CCHF vOTU inh	DUSP3 inh	BoNT F protease	FadD28 binding	MazEF act	Mtb FBA inh	GDH-TPI counter	UGM FP inh	Rv3671c inh
COc1ccc(NC(=O)c2ccccc2N(Cc2ccccc2)S(C)(=O)=O)c(OC)c1	0.8	3	13	-6	-10	7	-2	7	-0.6	2
CC12CC3CC(C)(C1)CC(C(=O)NCc1ccncc1)(C3)C2	4.2	20	-6	-18	-0.1	9	1	6	-1.2	-6
O=C(NCCCN1CCOCC1)c1ccc(CS(=O)(=O)c2c(Cl)cccc2Cl)o1	-3.0	3	19	-7	0.0	6	1	4	-1.0	-11
Cc1ccc(OCC(=O)Nc2ccc3c4c(cccc24)CC3)c(C)c1	.	-10	4	-5	-1.6	-7	-1	-2	1.1	3
Cc1ccc(S(=O)(=O)N2C[C@H]3[C@H]4C(=O)N(c5ccccc5)C(=O)[C@H]4CC(=O)[C@H]3[C@@H]2c2cccc3ccccc23)cc1	-0.4	-1	.	-3	-3.2	.	2	.	.	.
Cc1cccc2nc(-c3cccc(NC(=O)c4ccc(Cl)cc4)c3)cn12	1.3	12	4	-13	0.1	-12	4	14	-0.3	-72
C/C(=N\NC(=O)CNc1cccc2ccccc12)c1ccc(Br)s1	.	-10	12	-7	0.2	6	18	21	0.4	-11
COc1ccc(NC(=O)CSc2nc3c(c(=O)n2C)SCC3)cc1OC	11	2	2	1	1.6	1	3	1	-1.0	-9
O=C(NCCCCc1ccccc1)C1CC(c2ccc([N+](=O)[O-])cc2)=NO1 (stereo not given)	-2.5	-13	37	8	-0.1	0	4	15	-2.7	6
CC(C)N1CCCC(CNC(=O)CCc2nnc(CCCCc3ccccc3)o2)C1 (stereo not given)	.	14	4	-4	-2.3	7	1	-7	1.3	6
CC(C)CCNC(=O)Cn1c(=O)oc2cc(S(=O)(=O)N3CCc4ccccc43)ccc21	-1.0	10	17	-4	-0.7	12	-1	0	-0.1	-10
CCOC(CCn1c(SCC(=O)NC2CCCC2)nc2ccccc2c1=O)OCC	-0.8	4	10	-2	-0.5	2	1	0	-0.8	3
NCC1CCN(c2nc3ccccc3c3c2CCCC3)CC1	.	1	.	0	-2.6	14	3	10	.	.
COc1cc2c(cc1OC)C(c1cccc(Cl)c1Cl)CC(=O)N2 (stereo not given)	-3.9	-9	5	?	0.4	1	0	24	-1.3	.
CC(=O)n1cc([C@@H]2C=C(C(=O)N3CCOCC3)O[C@H](OCCCCO)C2)c2ccccc21	-0.1	11	-15	4	-1.7	1	-2	2	1.0	2
Cn1c(CN2CCOCC2)nc2cc(NC(=O)COc3ccccc3)ccc21	-0.1	13	38	-3	-3.0	-3	4	2	-0.8	3
C[C@@H]1CN([C@H](C)CO)C(=O)CCCn2cc(nn2)CO[C@H]1CN(C)S(=O)(=O)c1ccc2c(c1)OCCCO2	-0.3&-1.2	-8	.	0	-3.6	6	0	-1	.	.
CCOC(=O)c1c(NC(=O)CSc2nnc3c(n2)[nH]c2ccc(F)cc23)sc(C(C)=O)c1C	-0.8	-4	5	.	1.5	-8	2	0	0.0	3
Cc1ccccc1-n1c(/C=C/c2ccccn2)nc2ccccc2c1=O	15	32*	23	8	-3.0	10	1	13	1.9	-10
CC(C)(C)OC(=O)N/N=C/c1cccc([N+](=O)[O-])c1	.	-12	0	2	-1.7	-27	0	6	-0.4	4
Cc1cc(C)n(-c2nc(N(C)C)nc(N(C)C)n2)n1	1.4	14	8	-9	-0.5	2	1	5	1.5	-5
CCCCCCCCCCC[N+](C)(C)CC/C=C1/c2ccccc2Sc2ccc(Cl)cc21	2.3	.	22	-11	-15	-58	-1	5	-3.8	3
O=C(NCc1ccc(Cl)c(Cl)c1)c1cccnc1	-3.4	-2	14	-5	-1.5	7	5	1	3.4	-2
Clc1ccccc1CN1CCN(CCCc2ccccc2)CC1	.	14	6	3	-1.3	-11	4	2	.	.
CSc1ccccc1NC(=O)COc1ccc(Cl)cc1C	.	-6	13	-4	-1.0	-8	2	-5	0.8	-14
CC(=O)c1c(C)[nH]c2ccccc2c1=O	0.3	16	18	-4	-1.6	6	0	0	1.9	-10
Cc1ccc2nc(CSc3nnc(-c4ccco4)n3-c3ccccc3)cc(=O)n2c1	2.7	16	.	1	-3.0	-14	0	8	2.4	-4
COc1cc2[nH]c(=S)n(Cc3ccc(C)cc3)c(=O)c2cc1OC	.	-4	12	-5	-5.2	7	-1	27	2.6	-4
Cc1ccc(NC(=O)CN2C(=O)NC(Cc3c[nH]c4ccccc34)C2=O)cc1S(=O)(=O)N1CCCCC1 (stereo not given)	.	4	4	-3	-0.3	5	5	-1	2.1	-18
Cc1ccccc1N(CC(=O)NCCc1ccccc1)C(=O)CCC(=O)Nc1ccccn1	0.1	1	5	1	-2.5	11	4	7	-1.9	3
O=C(O)CCC(=O)Nc1ccc(F)cc1	-0.2	-1	-25	4	-3.5	-21	1	-2	-2.6	-1

Two of the compounds above, as labelled records.
COc1cc2[nH]c(=S)n(Cc3ccc(C)cc3)c(=O)c2cc1OC
  BioA inh: .	CCHF vOTU inh: -4	DUSP3 inh: 12	BoNT F protease: -5	FadD28 binding: -5.2	MazEF act: 7	Mtb FBA inh: -1	GDH-TPI counter: 27	UGM FP inh: 2.6	Rv3671c inh: -4
Cc1ccc(NC(=O)CN2C(=O)NC(Cc3c[nH]c4ccccc34)C2=O)cc1S(=O)(=O)N1CCCCC1 (stereo not given)
  BioA inh: .	CCHF vOTU inh: 4	DUSP3 inh: 4	BoNT F protease: -3	FadD28 binding: -0.3	MazEF act: 5	Mtb FBA inh: 5	GDH-TPI counter: -1	UGM FP inh: 2.1	Rv3671c inh: -18
